# SV40 large T antigen – SV40 large T antigen inhibitors, biochemical (AID 1903). SV40 large T antigen ATPase/helicase inhibition assay; higher % means a stronger effect. inhibition, % at 20 µM; hits with a dose series show IC50 in µM. actives 0.39% (n = 310,000); in the data active means a potency from the dose series; inconclusive means inhibition mostly from about 32% at the one dose, without a potency; inactive means the rest, 99 in 100 with inhibition below about 32%; further: strong numbers were not always called active
# Salmonella PhoP GFP – inhibitors of PhoP regulon expression, primary screen, Salmonella Typhimurium, GFP reporter (AID 1863) | S. Typhimurium PhoP-regulated promoter GFP reporter, 4 h; higher % means a stronger effect | one-dose inhibition, % at 50 µM; IC50 in µM for titrated hits | actives 0.16% (n = 300,000);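 active means inhibition over 29.93%, a cutoff 3 SD above the screen mean, later confirmed by dose response; inconclusive means inhibition over 29.93% but no dose response follow-up; inactive means inhibition at most 29.93% or unconfirmed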;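 further: 0% = low Mg2+ inducing control and 100% = high Mg2+ repressing control; strong numbers were not always called active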
# UTI89 phage lysis – inhibition of K1F phage lysis, E. coli UTI89, bacterial capsule biogenesis inhibitors, alamar blue (AID 488966); E. coli UTI89 K1F phage lysis, alamar blue, 2 h; higher % means a stronger effect; one-dose inhibition, % at 100 µM; IC50 in µM for titrated hits; actives 0.02% (n = 340,000);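 active means phage lysis inhibition, versus mean bacterial control, above a set limit; inconclusive means no clear call, values can overlap the other calls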;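 further: capsule biogenesis inhibitors block K1F phage lysis so surviving cells raise fluorescence; higher fluorescence means more inhibition of phage lysis; actives were called in the ten point dose series up to 300 µM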
# West Nile antiviral – inhibition of WNV-induced cytopathic effect – cell-based, CPE readout (AID 1621) | West Nile virus-infected cells, CPE inhibition; higher % means a stronger effect | actives 0.02% (n = 290,000) | CPE inhibition, % at 10 µM; hits with a dose series show IC50 in µM; in the data active means a potency from the dose series; inconclusive means CPE inhibition mostly from about 3.7% at the one dose, without a potency; inactive means the rest, 99 in 100 with CPE inhibition below about 2.2%; further: strong numbers were not always called active
# NTR1 ag – agonists of NTR1, primary screen, imaging, U2OS cells, beta-arrestin-GFP, high content (AID 493036); P30989; NTR1-U2OS beta-arrestin-GFP spot imaging, agonist mode; activation, % at 20 µM; actives 0.17% (n = 330,000);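 active means activation at or above 40% of the spot to cytoplasm intensity ratio, with at least 20 cells analyzed; inconclusive means wells under 20 cells, flagged as cytotoxic or low count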;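 further: 0% = DMSO without peptide and 100% = 100 nM NTR1 peptide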
# Target sequence (P30989 whole entry, looked up): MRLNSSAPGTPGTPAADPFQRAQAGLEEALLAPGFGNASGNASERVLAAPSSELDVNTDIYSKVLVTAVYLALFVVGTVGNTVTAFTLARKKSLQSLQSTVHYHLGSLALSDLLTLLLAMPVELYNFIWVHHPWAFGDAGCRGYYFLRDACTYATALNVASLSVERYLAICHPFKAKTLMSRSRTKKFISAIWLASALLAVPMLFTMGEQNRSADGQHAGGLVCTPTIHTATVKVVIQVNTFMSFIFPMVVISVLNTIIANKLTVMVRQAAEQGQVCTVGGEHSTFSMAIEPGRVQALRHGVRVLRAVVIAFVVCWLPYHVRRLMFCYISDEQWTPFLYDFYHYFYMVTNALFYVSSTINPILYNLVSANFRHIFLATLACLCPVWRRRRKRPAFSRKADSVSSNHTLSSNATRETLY
# RSV antiviral HEp-2 – RSV antiviral activity via CPE protection, HEp-2 cells, primary 10 µM value included (AID 2391); HEp-2 cells, RSV-induced CPE inhibition; higher % means a stronger effect; CPE inhibition, % at 10 µM, or IC50 in µM where a hit was titrated; actives 0.13% (n = 310,000); in the data active means a potency from the dose series; inconclusive means CPE inhibition mostly from about 23% at the one dose, without a potency; inactive means the rest, 99 in 100 with CPE inhibition below about 21%; further: strong numbers were not always called active
# MgcRacGAP inhibition – MgcRacGAP GTPase-activating activity inhibitors, confirmation, biochemical, ADP Hunter fluorescence; inhibition, % at 30 µM, or IC50 in µM where a hit was titrated; AID 624330; actives 0.6% (n = 340,000); MgcRacGAP-stimulated Rac1 GTP hydrolysis, ADP Hunter fluorescence; higher % means a stronger effect; GST-tagged Rac1 F28L mutant substrate;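 active means first-screen hits whose inhibition reached a set limit at any dose in the follow-up dose series; inconclusive means inhibition above the set first-screen limit but never retested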;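 further: fluorescence reports GDP produced by GAP-driven GTP hydrolysis; strong numbers were not always called active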
# T cell HTS – T cell immune modulation candidate. 2C CD8+ T cell-vesicle binding, flow cytometry; stronger effect = lower value. calls only at 7 µM. actives 0.068% (n = 330,000);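 active means response, share of CD8 T cells binding vesicles, and their 90th percentile fluorescence all below set limits, cut at about 80% in these data, passing the limit was not always enough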
#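 Benchmarks: naked versus QL9-loaded vesicles / Assay system: purified 2C TCR transgenic mouse naive CD8+ T cells / Technique: high-throughput flow cytometry with anti-B7-1 and anti-CD8 staining / Timing: Cell–vesicle co-incubation 1.5 h at 37 °C, staining 20 min on ice / Read-out: percent CD8+ FL2 mean versus row control / Probe or stimulus: QL9-loaded Drosophila micro-vesicles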
# NS5 inhibitors – flavivirus cap methylation enzyme inhibition – biochemical, confirmation dose response, primary screen (AID 588689). Dengue-2 NS5 methyltransferase capping enzyme assay, biochemical; higher % means a stronger effect. inhibition, % at 25 µM, or IC50 in µM where a hit was titrated. actives 0.3% (n = 340,000); in the data active means a potency from the dose series; inconclusive means inhibition above about 29% without an active follow-up result
# T cell HTS vesicle-bound % – also measured in T cell HTS; calls as there; double positive events, %; measured here: CD8+ vesicle-bound cell fraction;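 binding gate set so that unloaded-vesicle control wells show 10% double positive cells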
# NTR1 ag cell count 20 µM – further read-out of NTR1 ag, marked with its call; cell count; measured here: cell count, cytotoxicity flag
# * = called active by the depositor; i = inactive; ? = inconclusive; nt = not tested or not shown; [ ] = remark or other dose.
SMILES,SV40 large T antigen,Salmonella PhoP GFP,UTI89 phage lysis,West Nile antiviral,NTR1 ag,NTR1 ag cell count 20 µM,RSV antiviral HEp-2,MgcRacGAP inhibition,T cell HTS,T cell HTS vesicle-bound %,NS5 inhibitors
CCc1cccc(CC)c1NC(=S)N(CCN(C)C)C(C)c1cccnc1 (centres undefined),-2%,-8%,0.1%,-1.0%,2.1,56,-0.2%,7%,i,25,-6%
COc1ccccc1C1CCCN1Cc1nc(-c2cc3c(cc2Cl)OCO3)oc1C (centres undefined),5%,4%,0.3%,-1.9%,2.5,42,1.4%,7%,i,10,-1%
COc1ccc(OC)c(Nc2nc(N)nc(CSc3nnc(N)s3)n2)c1,21%,-6%,-0.4%,-0.2%,1.4,52,-0.7%,4%,i,24,0%
COC(=O)N/N=C/c1cc(N=Nc2ccccc2)ccc1O,11%,-8%,1.3%,0.2%,-0.3,48,21%,6%,i,45,-8%
COc1ccc(-c2ccnc(SCC(=O)Nc3ccccn3)n2)cc1,12%,10%,0.0%,-0.1%,1.6,39,20%,7%,i,59,-6%
CC1(C)C(=O)Nc2ccccc2N1C(=O)COC(=O)C1CCCCC1,1%,-6%,3.4%,0.1%,2.2,61,-0.3%,12%,i,4,-3%
CC(=O)N1CCN(C(=O)c2cc3c(s2)CCC(C)C3)CC1 (centres undefined),nt,nt,0.4%[50 µM],nt,0.9,70,nt,-5%,nt,nt,5%
CNC(=S)N/N=C/c1c(Cl)cccc1Cl,16%,6%,0.9%,-0.7%,-0.1,91,3.3%,5%,i,49,nt
Fc1ccc(C2=NOC(c3nnc(-c4ccccc4)o3)C2)cc1 (centres undefined),6%,-6%,3.1%,-0.5%,0.7,83,2.8%,12%,i,14,-10%
CC(=O)Nc1cccc(OCC(=O)Nc2ccccc2)c1,8%,7%,0.4%,nt,-2.0,76,1.2%,9%,i,18,3%
CCOc1ccc(Nc2cc3n(c(=O)n2)CCc2cc(OC)c(OC)cc2-3)cc1,1%,0%,-0.2%,-0.7%,1.2,83,9.3%,9%,i,46,0%
Cc1cc(C)c2c(CCl)cc(=O)oc2c1,9.7µM*,-6%,nt,0.2%,-0.4,46,?,nt,i,59,nt
CCCc1cc(=O)[nH]c(SCc2ccc(Cl)cc2)n1,1%,-9%,0.0%,0.2%,2.5,67,3.4%,2%,i,38,5%
CCCn1c2ccc(C)cc2c2nnc(SCCN3CCCCC3)nc21,nt,nt,-0.2%,-0.2%,3.4,91,nt,11%,nt,nt,-3%
O=C(CCN1C(=O)c2ccccc2S1(=O)=O)Nc1ccc2c(c1)OCCO2,3%,11%,2.2%,0.0%,-0.7,62,0.0%,-5%,i,14,-7%
CCN(c1ccccc1)S(=O)(=O)c1ccc(C(=O)N2CCN(c3ccccc3)CC2)cc1,nt,nt,0.8%,nt,0.7,48,nt,3%,i,28,-4%
NC(=O)N1CC(O)CC1C(=O)Nc1ccc(Cl)c(Cl)c1 (centres undefined),9%,17%,0.9%,-0.2%,0.6,49,0.7%,9%,i,19,-1%
CCCCS(=O)(=O)N1CCCC(C(=O)Oc2ccccc2)C1 (centres undefined),8%,2%,0.4%,-0.1%,0.6,68,0.4%,5%,i,55,5%
O=C(C1CC1)N1CCN(c2ccc([N+](=O)[O-])cc2-n2cccc2)CC1,13%,0%,0.0%,-0.6%,1.3,57,0.0%,10%,i,33,2%
CC(C)C(c1nnnn1CC1CCCO1)N1CCN(C2CCCC2)CC1 (centres undefined),-5%,15%,-0.1%,-0.6%,-0.5,54,0.7%,-9%,i,26,nt
c1ccc(CCc2nc(-c3ccccc3)no2)cc1,0%,-2%,1.8%,0.5%,-1.6,79,1.0%,4%,i,35,-6%
CCSc1nncn1/N=C/c1ccc(OC)c(OC)c1,3%,4%,-0.1%,0.2%,0.5,66,2.8%,9%,i,24,-1%
CC(Cc1ccccc1)C(=O)NCc1ccccn1 (centres undefined),18%,4%,1.2%,0.0%,0.5,91,1.3%,4%,nt,nt,-5%
CC(=O)Cc1nsc(NC(=O)c2ccc(-c3ccccc3Cl)o2)n1,0%,0%,i,-0.3%,-2.5,103,1.0%,8%,i,2,-9%
COc1cccc(OC)c1C(=O)Nc1cccc(C(C)=O)c1,1%,2%,0.1%,0.3%,-0.8,87,0.6%,8%,i,37,-11%
CCCCNC(=S)N1CCN(c2nc3ccccc3s2)CC1,6%,2%,0.6%,-1.2%,0.3,46,7.1%,3%,i,26,-11%
CC(=O)c1c(C)[nH]c(C(=O)Nc2ccc(F)cc2F)c1C,7%,-1%,-1.4%,-0.5%,-0.4,39,4.1%,-1%,i,15,-2%
CCCCCn1c(Sc2ncccn2)nc2c1c(=O)[nH]c(=O)n2C,-8%,4%,0.0%,-0.2%,0.3,65,6.5%,9%,i,54,-4%
COc1ccc(N2CCN(C(CNC(=O)C(C)(C)C)c3cccnc3)CC2)cc1 (centres undefined),24%,2%,0.2%,-0.4%,1.5,94,-0.3%,-4%,i,63,19%
CCOC(=O)CNC(=S)n1ncnc1N,-5%,-8%,-0.3%,-0.2%,0.8,44,0.9%,6%,i,66,-3%
C/C=C/c1ccc(OCC(=O)Nc2cc(OC)c(OC)c(OC)c2)c(OC)c1,2%,1%,0.9%,-1.1%,1.7,63,14%,-11%,i,57,-12%
CC1CCCc2sc3nc(N4CCN(CCO)CC4)n4ncnc4c3c21 (centres undefined),17%,-4%,0.4%,-0.9%,9.0,96,2.2%,7%,i,53,1%
NNC(=O)c1ccc(COc2ccc3ccccc3c2)o1,6%,0%,0.3%,-1.0%,0.7,41,3.4%,16%,i,25,-9%
CC(C#N)Sc1nc2ccccc2c(=O)n1-c1ccccc1 (centres undefined),3%,8%,0.4%,0.2%,3.7,57,-1.1%,3%,i,11,-3%
CC(C)=C(NC(=O)c1ccccc1)C(=O)N1CCOCC1,-10%,2%,1.9%,-0.1%,-0.5,41,2.8%,2%,i,26,-2%
CS(=O)(=O)N1CCC(C(=O)N2CCN(C(c3ccccc3)c3ccccc3)CC2)CC1,2%,-3%,-0.4%,-0.6%,1.8,35,0.9%,4%,i,2,-6%
COc1ccc(-n2ccc(-c3nn(-c4cccc(C(F)(F)F)c4)ccc3=O)n2)cc1,4%,2%,-0.4%,0.5%,0.3,48,0.1%,14%,i,28,-2%
O=C(O)c1cc(Cl)ccc1NC(=O)C1CCCO1 (centres undefined),6%,0%,0.1%,-0.1%,0.9,34,2.1%,10%,i,8,-1%
CCN(C(=S)Nc1ccc(OC(F)F)cc1)C1CCCCC1,13%,-3%,-0.4%,-0.4%,-0.8,26,-1.7%,9%,i,4,2%
O=C(Nc1ccc(N2CCOCC2)cc1N1CCOCC1)c1ccco1,5%,-3%,0.3%,0.4%,4.5,90,1.2%,7%,i,46,0%
CCC1CN(C(=O)NCc2ccc(C)cc2)c2cc(Cl)ccc2O1 (centres undefined),-2%,17%,0.0%[50 µM],-0.8%,4.6,104,5.4%,8%,i,32,-7%
CC[C@@H](C)[C@@H](C(=O)N1CCN(C(=O)OC(C)(C)C)CC1)n1cc(CCCN=C(NC(=O)OC(C)(C)C)NC(=O)OC(C)(C)C)nn1,-1%,5%,1.9%,0.3%,2.2,57,0.1%,13%,nt,nt,-2%
COc1ccccc1-n1cnc2cc(NC(=O)c3ccco3)ccc21,5%,10%,-2.1%,0.2%,-0.3,39,-0.6%,3%,i,21,0%
COc1cc(C2Nc3ccc4ncccc4c3C3=C2C(=O)CCC3)cc(OC)c1O (centres undefined),3%,-10%,0.3%,0.2%,2.1,51,2.5%,11%,i,42,7%
CCCCCOC(=O)CSc1nnc(-c2cc(OC)c(OC)c(OC)c2)o1,1%,15%,3.7%,0.4%,2.7,60,0.8%,1%,i,33,-10%
CC(C)(C)NCC(=O)N/N=C/c1ccc(OCc2ccccc2)cc1,2%,7%,0.3%,0.0%,-0.9,57,0.6%,4%,i,16,-8%
CC(C)c1nc(CNC(=O)CC2C(=O)NCCN2Cc2cccc(F)c2F)cs1 (centres undefined),6%,-2%,-0.2%,-0.6%,2.5,45,0.8%,7%,i,9,-5%
N/C(=N\OC(=O)c1cccc2ccccc12)c1cccc([N+](=O)[O-])c1,2%,-2%,6.0%,-0.2%,1.1,62,-0.5%,9%,i,6,0%
Nc1nc(C2CCOCC2)cs1,17%,-3%,0.7%,0.2%,-1.0,57,1.3%,4%,i,53,7%
COc1ccc(C(=O)n2cnc3ccccc32)cc1Br,10%,nt,0.0%,nt,1.2,50,1.2%,8%,i,56,1%
CCCN(CC(=O)Nc1cc(Cl)ccc1Cl)C(=O)CN1C(=O)C2CCCCC2C1=O (centres undefined),6%,3%,0.2%[50 µM],-0.3%,-0.4,66,1.2%,6%,i,11,-8%
O=C(Nc1ccc(S(=O)(=O)N2CCCCCC2)cc1)c1ccc(Br)o1,-8%,23%,1.5%,-0.2%,2.3,97,?,6%,i,60,-2%
O=c1[nH]c(SCc2nc3ccccc3c(=O)n2-c2ccccc2)nc2ccccc12,12%,4%,3.1%,0.0%,0.4,63,1.8%,8%,i,37,-4%
Cc1cccc(NC(=S)N(Cc2cccs2)Cc2cc3cc(C)ccc3[nH]c2=O)c1,7%,-1%,4.9%,-1.4%,5.1,31,4.0%,6%,i,45,-1%
COc1ccc(CNS(=O)(=O)NCc2ccc(OC)c(OC)c2)cc1OC,2%,2%,-0.1%,nt,0.0,70,1.7%,13%,i,51,-4%
O=C(NCC1CCCO1)C(c1cccs1)N(C(=O)c1ccc(CN2CCOCC2)o1)c1ccc(Cl)cc1 (centres undefined),12%,-13%,3.6%,-0.5%,9.9,61,3.1%,-8%,i,33,2%

# 2 entries from above, as labelled records:
CCCCCn1c(Sc2ncccn2)nc2c1c(=O)[nH]c(=O)n2C
  SV40 large T antigen: -8%	Salmonella PhoP GFP: 4%	UTI89 phage lysis: 0.0%	West Nile antiviral: -0.2%	NTR1 ag: 0.3	NTR1 ag cell count 20 µM: 65	RSV antiviral HEp-2: 6.5%	MgcRacGAP inhibition: 9%	T cell HTS: i	T cell HTS vesicle-bound %: 54	NS5 inhibitors: -4%

COc1ccc(N2CCN(C(CNC(=O)C(C)(C)C)c3cccnc3)CC2)cc1 (centres undefined)
  SV40 large T antigen: 24%	Salmonella PhoP GFP: 2%	UTI89 phage lysis: 0.2%	West Nile antiviral: -0.4%	NTR1 ag: 1.5	NTR1 ag cell count 20 µM: 94	RSV antiviral HEp-2: -0.3%	MgcRacGAP inhibition: -4%	T cell HTS: i	T cell HTS vesicle-bound %: 63	NS5 inhibitors: 19%
